N370S GC: qHTS Assay for Inhibitors and Activators of N370S glucocerebrosidase as a Potential Chaperone Treatment of Gaucher Disease. Lysosomal acid glucosylceramidase (Homo sapiens), P04062. N370S GC spleen homogenate, 4MU-glucoside fluorescence. Potency, µM (doses to about 59.4 µM), for the others: at the top dose activity change, negative = inhibition, actives largely listed as inhibitors. 330,000 compounds, 0.092% hits;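 also: 0% = full enzyme activity and -100% = no enzyme basal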
DT40 TDP1 no CPT: qHTS for Inhibitors of human tyrosyl-DNA phosphodiesterase 1 (TDP1): qHTS in cells in absence of CPT; DT40 Tdp1-/- hTDP1 cells, no CPT, ATP luminescence, 48 h; Potency, µM (doses to about 46.2 µM), inactives show at the highest dose activity change, negative = growth inhibition, usual class: inhibitors; AID 686978, 2013; 420,000 compounds, 15% hits; also: nearly all actives have a fitted effect of over 55% in size
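Chicken DT40 Tdp1-/- cells complemented with human TDP1, screened without camptothecin (DMSO vehicle only), 400 cells/well. Compounds pin-transferred, cells incubated at 37 °C for at least 48 hr. Growth read as ATP-dependent luminescence (CellTiter-Glo, 30 min at RT).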
TDP1 inh: qHTS Assay for Inhibitors of Tyrosyl-DNA Phosphodiesterase (TDP1); Tyrosyl-DNA phosphodiesterase 1 (Homo sapiens), Q9NUW8; recombinant TDP1, AlphaScreen DNA substrate cleavage; Potency, µM (highest dose often 130 µM), without a hit: at the highest dose activity change, negative = inhibition, most hits filed as inhibitors; 350,000 compounds, 0.28% hits; AID 485290, 2010; also: nearly all actives have a fitted effect of over 40% in size
Target sequence (Q9NUW8 whole entry, looked up): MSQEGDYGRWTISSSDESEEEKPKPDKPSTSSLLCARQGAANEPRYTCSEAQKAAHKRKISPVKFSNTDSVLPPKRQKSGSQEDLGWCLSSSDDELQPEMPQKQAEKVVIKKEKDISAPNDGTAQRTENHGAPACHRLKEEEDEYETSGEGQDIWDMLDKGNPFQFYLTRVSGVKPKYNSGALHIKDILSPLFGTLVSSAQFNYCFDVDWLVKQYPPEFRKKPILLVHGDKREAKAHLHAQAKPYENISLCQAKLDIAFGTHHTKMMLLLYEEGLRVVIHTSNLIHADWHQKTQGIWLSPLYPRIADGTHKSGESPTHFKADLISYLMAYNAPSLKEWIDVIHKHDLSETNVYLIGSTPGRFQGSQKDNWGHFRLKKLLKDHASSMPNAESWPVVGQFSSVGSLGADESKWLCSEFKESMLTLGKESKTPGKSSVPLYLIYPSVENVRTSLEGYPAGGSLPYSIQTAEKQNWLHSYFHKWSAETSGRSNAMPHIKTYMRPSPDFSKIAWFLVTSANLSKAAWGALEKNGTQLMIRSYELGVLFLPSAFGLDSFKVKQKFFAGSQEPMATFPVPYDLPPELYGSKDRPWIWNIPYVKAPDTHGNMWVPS
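Steps: enzyme plus compound, 15 min RT; add biotin/phosphotyrosine-FITC oligonucleotide (15 nM final), react 5 min; add donor/acceptor beads (10 ug/ml final), 10 min; read AlphaScreen. Tdp1 at 1 nM final.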
* hit, by the source's call; u = inconclusive; x = no result given; & = joins results of further samples; [ ] = remark or other dose. Calls follow the shape of the dose curve; as a rule, active = well fitted curve in the direction sought with a large enough effect; inconclusive = small, poorly fitted or top-dose-only effect, or another doubt; inactive = no such curve, though single readings can be large; an effect the other way counts as inactive or inconclusive. Unless noted, % is scaled to controls: 0 for no effect and ±100 for the full control effect; potency is read from the fitted curve at half-maximal effect. The list is partial; count on the stated rates, not on these rows.

SMILES	N370S GC	DT40 TDP1 no CPT	TDP1 inh
CCOC(=O)[C@H]1[C@H]2COc3ccccc3[C@@H]2N2C(=O)[C@@H](CO)NC(=O)[C@@]12C	x	-17%	1%
CC(=O)Nc1ccc(S(=O)(=O)N2CCN=C2SCc2ccc(F)cc2)cc1	-30%	26µM*	0%
CN(C)CCNC(=O)C(=O)Nc1ccc2c(c1)N(S(=O)(=O)c1cccs1)CCC2	-4%	7.3µM*	x
Cc1nc2oc(C(=O)c3ccc(Br)cc3)c(N)c2c2c1COC(C)(C)C2	8%	-5%	-1%
COC(=O)Nc1ccc(S(=O)(=O)N2CCC(C(=O)NCc3ccc4c(c3)OCO4)CC2)cc1	x	-16%	2%
O=C(Nc1cccnc1)c1cc2cc(Br)ccc2o1	-5%	-17%	x
O=C(CCC(=O)N1CCN(c2ccc(F)cc2)CC1)N1CCN(c2ccc(F)cc2)CC1	5%	u	x
COc1ccc(NC(=S)Nc2ccc(N(C)C(C)=O)cc2)cc1	3%	u	0%
Cc1cc(SCC(N)=O)nc(SCC(=O)c2ccccc2)n1	9%	-13%	-3%
COc1ccc2[nH]c(C(=O)O)c(CCN3C(=O)c4ccc(C(=O)O)cc4C3=O)c2c1	-7%	-20%	x
O=C1CCN(Cc2ccc([N+](=O)[O-])cc2)CCN1[C@H](CO)c1ccccc1	-12%	-9%&-28%	x
Cc1nn2c(=O)cc(COC(=O)C(c3ccccc3)c3ccccc3)nc2s1	x	-12%	2%
COCCCNC(=O)CC1C[C@H](C(=O)N2CCOCC2)[C@@]2(C)c3[nH]c4ccccc4c3CCN2C1=O (stereo not given in full)	x	0%	0%
O=C(NCc1ccc2c(c1)CCN2C(=O)c1ccccc1)Nc1cc(F)ccc1F	x	u	8%
COc1ccc(N2CCN(C(=S)Nc3cccc(C)c3)CC2)cc1	7%	-13%	1%
Cc1ccc(NC(=O)COC(=O)CN2CSCC2=O)cc1C	4%	-26%	2%
O=C1CC(N2CCN(Cc3ccc4c(c3)OCO4)CC2)C(=O)N1c1cccc(Cl)c1 (stereo not given)	-10%	-6%	5%
CCOC(=O)c1c(C)[nH]c(C)c1S(=O)(=O)NCC(=O)NCc1ccccc1Cl	x	-14%	0%
CC(C)[C@@H](C(=O)N[C@@H](C(=O)O)c1ccccc1)N1C(=O)N2CCc3c([nH]c4ccccc34)[C@@]2(C)C1=O	2%	-4%	x
COc1ccc(N2C(=O)c3ccccc3NC2c2ccc(OC)c(Cn3nnc4ccccc43)c2)cc1 (stereo not given)	u	u	3%
COc1ccc(NC(=O)NC[C@@H]2CC[C@@H](Cc3ccc(-c4ccccc4)cc3)O2)cc1	x	u	1%[56.1 µM]
Cc1ccccc1CSCCC(=O)NCCC1=CCCCC1	4%	-1%	0%
O=[N+]([O-])c1cccc(C(=S)N2CCN(c3ccccc3F)CC2)c1	-2%	u	5%
Cc1ccc(NC(=O)/C(=C\c2cccc([N+](=O)[O-])c2)NC(=O)c2cccs2)cc1	24%	-25%	4%
O=C(N/N=C\c1ccc(CNS(=O)(=O)c2ccc(Cl)cc2)o1)C(=O)Nc1ccc(Oc2ccccc2)cc1	1%	6.5µM*	6%

The list continues:
SMILES	N370S GC	DT40 TDP1 no CPT	TDP1 inh
COc1ccc(CN2CC[C@H]3C=CCc4cccc(c43)C2)cc1	x	u	3%
Cc1cccc(NC(=O)CNC(=O)COc2cc(F)ccc2[N+](=O)[O-])c1C	-4%	u	8%
CCC(C(=O)O)c1ccccc1 (stereo not given)	2%	1%	-18%[56.1 µM]
Cc1ccc(-c2nc3ccccc3nc2-c2ccccc2)cc1	2%	15µM*	79µM*
O=C1CCCN1CCCNC(=S)Nc1ccccc1	10%	1%	1%
CN(CC(=O)NCCC1=CCCCC1)S(=O)(=O)c1ccc2c(c1)CCC(=O)N2	-13%	-10%	2%
O=C(CNC(=O)c1ccc(F)cc1)N/N=C/c1ccc(O)c([N+](=O)[O-])c1	9%	3%	u
Cc1cn(S(=O)(=O)c2ccc(Br)cc2)cn1	7%	-6%	5%
C=CCC1(CC=C)CCCN1C(=O)CC1C(=O)NCCN1Cc1cccc(OC)c1 (stereo not given)	-1%	u	-4%
Cc1ccc(C(C)C)c(OCC(=O)Nc2ccc(-c3nc4ncccc4o3)cc2C)c1	x	-14%	-1%
COc1cc(OC)cc(C(=O)N[C@H](C(=O)OCC(=O)Nc2ccc(F)c(F)c2F)C(C)C)c1	u	-22%	2%
Cc1ccc(NS(=O)(=O)c2ccc3c(c2)CC(=O)N3)cc1C	-18%	u	0%
CC(C)OC(=O)C[C@H](NC(=O)OC(C)(C)C)c1ccccc1	-17%[12.8 µM]	x	5%[21 µM]
O=C(O)c1ccc(CSc2nnc(-c3ccccc3Br)o2)cc1	-4%	5%	x
O=C(NCCCn1ccnc1)C(=O)NCC1OCCN1S(=O)(=O)c1ccc2c(c1)OCCO2 (stereo not given)	-26%	1%	-2%
C=CCN1C(=O)CSc2ccc(C(=O)NCc3cccs3)cc21	-2%	u	0%
CC(C)c1nc(N2CCOCC2)c(C#N)c2c1CCC2	-2%	u	4%
COc1ccc(NC(=O)c2oc3ccc(S(=O)(=O)N4CCC5(CC4)OCCO5)cc3c2C)cc1	-9%	u	8%
Cc1cccc(NC(=O)CNC(=O)c2sc3ccccc3c2Cl)n1	3%	u	0%[0.505 µM]
Fc1ccc(CNc2nc(-c3ccccc3)cc(C(F)(F)F)n2)cc1	x	u	-15%
CCOc1ccccc1NC(=O)C1CCC(=O)N1S(=O)(=O)c1ccc(C)cc1 (stereo not given)	2%	-4%	2%
Cc1ccc(NC(=O)C2CCN(S(=O)(=O)c3c(C)noc3C)CC2)cc1C	9%	u	-1%
CCCc1cc(=O)[nH]c(SCC(=O)N2CCN(c3ccc(F)cc3)CC2)n1	6%	-15%	9%
Cc1cc2n(n1)C(c1ccccc1)Nc1ccccc1-2 (stereo not given)	-5%	u	-10%
CCOC(=O)c1cc(C#N)c(N2CCCNCC2)nc1C(F)(F)F	-13%	u	x

Continued.
SMILES	N370S GC	DT40 TDP1 no CPT	TDP1 inh
O=C(Cc1cccs1)N/N=C/C=C\c1ccco1	0%	u	-1%
O=C(O)CC(CC(=O)Nc1ccc(-c2ccccc2)cc1)c1ccccc1 (stereo not given)	0%	-1%	x
O=C(C1=C(O)C(=O)N(Cc2ccco2)C1c1ccccc1)c1cccs1 (stereo not given)	1%	-3%	-1%
Cc1cccc(C(C)(C)C)c1OCCCCN1CCCC1	-6%	23µM*	-5%
CC(C)(C)c1ccc(/C=N/NC(=S)NC2CCCCC2)cc1	u	12µM*	8%
CCc1nnc(NC(=O)CS(=O)(=O)Cc2ccccc2)s1	-3%	-3%	x
N#CCNC1CC(=O)N(c2ccccc2)C1=O (stereo not given)	-1%	-5%	x
O=C(c1ccccc1F)N1c2ncnn2C2(CCCCC2)[C@@H]2CCCC[C@@H]21	x	u	5%
COc1cc(OC)c(N(C)S(=O)(=O)c2cccc(C(=O)Nc3nnc(C4CC4)s3)c2)cc1Cl	-12%	u	5%
COC(=O)C(NNc1ccccc1)(NC(=O)c1ccc(F)cc1)C(F)(F)F (stereo not given)	20%	u	12%
CCCNC(=O)C(Cc1ccc(F)cc1)NC(=O)c1ccccc1 (stereo not given)	x	-16%	1%
Cc1ccccc1NC(=O)CC1SCCNC1=O (stereo not given)	-14%	-1%	13%
O=C(Cn1cncn1)N/N=C/c1cccnc1	-6%	7%	x
CC(=O)c1sc(NC(=O)c2cc(=O)c3ccccc3o2)nc1C	-17%	u	8%
Cc1ccccc1Cn1nnc2c(=O)[nH]c(C3CCN(C(=O)c4ccc(F)cc4)CC3)nc21	x	u	5%
OCC(O)C(O)C(O)CO (stereo not given)	2%&-5%	5%	-6%&6%[56.1 µM]
Nc1ccc2c(c1)C(=O)N(c1cccc3ccccc13)C2=O	2%	-25%	x
Cc1ccc(NS(=O)(=O)c2ccc(Cl)c(C(=O)Nc3cccc(C(=O)O)c3)c2)cc1	-8%	-15%	x
CC[N+](C)(CC)CCC(c1ccccc1)C1CCCCC1 (stereo not given)	7%	u	x
CC1(C)Cc2ccccc2-c2nnc(-c3cccc(O)c3)n21	7%	u	7%
O=C(Cn1ncc2c3ccccc3n(Cc3ccccc3F)c2c1=O)NCc1ccccc1Cl	x	18µM*	0%
Cc1ccc(C)c(NC(=O)CS(=O)(=O)c2cn(C)c3ccccc23)c1	28%	-15%	1%
COc1cc(/C=N/NC(=O)CSc2nc3ccccc3n2C)cc(OC)c1OC	20%	u	5%
COc1cccc(-n2c(=O)c3cc(OC)c(OC)cc3n(CC(=O)Nc3ccccc3)c2=O)c1	x	u	0%
CC(/C=N/NC(=O)c1nnn(-c2nonc2N)c1C(C)C)=C\c1ccccc1	7%	u	2%

Remaining list, next part.
SMILES	N370S GC	DT40 TDP1 no CPT	TDP1 inh
O=C(NCCCN1CCOCC1)c1ccc2c(=O)n(Cc3ccccc3)c(=S)[nH]c2c1	-7%	u	2%
CCCCn1c(CN2CCN(c3cccc(Cl)c3)CC2)nc2c1c(=O)[nH]c(=O)n2C	20%	3.3µM*	-2%
N/C(=N\S(=O)(=O)c1cccs1)c1ccccc1Cl	-6%	11%	5%
CC(/C=C/c1cccs1)=C\C(=O)O	0%	0%	4%
Cc1ccc2c(c1)C(c1ccccc1)N(C(=O)c1ccc(Br)cc1)CC(=O)N2 (stereo not given)	-6%	10%	x
Cc1cc(C)c(S(=O)(=O)N2CCN(c3ccccn3)CC2)c(C)c1	-26%	-1%	-6%
CC(=O)c1c(OCC(=O)N(C)C2CCCCC2)ccc2c(C)cc(=O)oc12	x	-1%	0%
CC(NC(=O)Cc1ccccc1)C(=O)O (stereo not given)	x	-7%	2%
COC1CCCCC1NS(=O)(=O)c1ccccc1 (stereo not given)	-4%	16%	2%
CCN1CCN(CCC2Oc3cc([N+](=O)[O-])ccc3NC2=O)CC1 (stereo not given)	2%	-24%	0%
c1ccc(Cc2nnc3sc(-c4ccc5c(c4)OCCO5)nn23)cc1	6%	-15%	5%
Cc1ccccc1C(=O)Nc1ccc(S(=O)(=O)N2CCOCC2)cc1	-15%	2%	x
COC(=O)C1CN(S(=O)(=O)c2ccc(C)cc2)CCN1S(=O)(=O)c1ccc(C)cc1 (stereo not given)	2%	u	1%
O=C(c1cnn(C(=O)c2cccc(S(=O)(=O)N3CCOCC3)c2)c1)c1ccccc1O	8%	-3%	8%
CC(C)(CNc1ccc([N+](=O)[O-])cc1Cl)N1CCOCC1	u	-19%	12%
CCCCn1c(CN2CCN(C(=O)OCC)CC2)nc2c1c(=O)[nH]c(=O)n2C	24%	-6%	0%
Cc1ccc(-n2ncc3c(N4CCCCCC4)ncnc32)cc1Cl	x	-12%	0%
